ABHD5-PLIN5 inh: blocks binding of human ABHD5 to perilipin-5; inhibition, % at 4 µM; Split G. princeps luciferase complementation, luminescence, 4 h; 360,000 compounds, 0.78% hits;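 active = inhibition above the mean inhibition across every tested compound plus 3 SD, cut at about 22% in these data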;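 also: 0% = DMSO only wells and the 100% control is not disclosed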
MC4R barr agon: human MC4R agonism via beta-arrestin; 360,000 compounds, 0.98% hits; AID 540308; U2OS MC4R beta-arrestin complementation, luminescence; percent of melanotan II response, DMSO zero; P32245; activation, % at 8.9 µM;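 active = activation above a per-plate cutoff, the mean activation of sample wells on that plate plus 3 SD, cut at about 8% in these data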
Target sequence (P32245 whole entry, looked up): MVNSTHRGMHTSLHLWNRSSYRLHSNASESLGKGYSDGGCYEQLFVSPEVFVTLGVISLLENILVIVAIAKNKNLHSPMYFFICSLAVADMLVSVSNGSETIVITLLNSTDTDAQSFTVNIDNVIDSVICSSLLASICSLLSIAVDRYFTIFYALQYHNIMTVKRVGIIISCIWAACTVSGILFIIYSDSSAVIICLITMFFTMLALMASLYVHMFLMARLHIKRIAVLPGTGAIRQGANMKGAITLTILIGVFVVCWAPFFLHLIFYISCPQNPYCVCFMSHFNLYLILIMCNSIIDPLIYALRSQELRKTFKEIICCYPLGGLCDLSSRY
NOD2-RIPK2 inh: inhibitors of human NOD2-RIPK2 interaction | O43353 | CHO BLA complementation NOD2-RIPK2, CCF4 ratio | inhibition, % at 4.98 µM | 360,000 compounds, 0.38% hits | AID 624267; in the data active = inhibition above about 21%;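 also: 0% = vehicle only and 100% = reference blocker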
MC4R antagonist: human MC4R antagonism in cAMP assay; P32245; MC4R-expressing cells, MTII-stimulated cAMP, LANCE TR-FRET; inhibition, % at 6.5 µM; 360,000 compounds, 0.48% hits;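 active = inhibition above its plate's cutoff, the mean of tested wells on that plate plus 3 SD, cut at about 29% in these data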;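 also: 0% = Melanotan II alone and 100% = Melanotan II plus saturating MCL0020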
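System: U2OS-MC4R stable cell line; Technique: Eu-cAMP/anti-cAMP TR-FRET, emission 671 nm; Repeats: single well per compound; Also added: Melanotan II; Dosing: one concentration, 6.5 µM nominal; Schedule: 30-min compound, 1-h challenge, 1-h detection, room temperature.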
HTR2A ag: mouse HTR2A agonism via beta-arrestin recruitment; P35363; CHO-K1 mHTR2A beta-arrestin complementation, luminescence; percent of 30 µM serotonin response; activation, % at 7.6 µM; 360,000 compounds, 0.66% hits; AID 624169;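 active = activation above a run cutoff, the mean activation of all tested compounds plus 3 SD, cut at about 14% in these data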;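 also: 0% = plate median of compound wells and 100% = 30 µM serotonin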
Target sequence (P35363 whole entry, looked up): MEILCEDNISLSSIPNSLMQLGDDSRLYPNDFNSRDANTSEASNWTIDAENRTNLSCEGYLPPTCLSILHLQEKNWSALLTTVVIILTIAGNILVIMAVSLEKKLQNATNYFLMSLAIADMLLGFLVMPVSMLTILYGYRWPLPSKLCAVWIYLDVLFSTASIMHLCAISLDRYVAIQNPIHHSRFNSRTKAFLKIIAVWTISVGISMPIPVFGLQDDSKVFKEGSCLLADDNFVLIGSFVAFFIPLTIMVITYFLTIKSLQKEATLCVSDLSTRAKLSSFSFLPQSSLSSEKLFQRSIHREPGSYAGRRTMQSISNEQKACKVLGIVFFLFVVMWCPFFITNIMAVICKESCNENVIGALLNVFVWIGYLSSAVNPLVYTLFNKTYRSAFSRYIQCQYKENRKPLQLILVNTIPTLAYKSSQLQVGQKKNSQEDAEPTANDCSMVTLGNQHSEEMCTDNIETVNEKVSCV
SRC2 inh: human SRC2 (NCOA2) inhibition | HEK293 GAL4-SRC2 luciferase reporter, luminescence | inhibition, % at 9 µM | 370,000 compounds, 0.17% hits | Q15596;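 active = inhibition above the mean inhibition of all tested compounds plus 3 SD, set per campaign, cut at about 52% in these data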;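 also: 0% = DMSO treated cells and 100% = cells given Gossypol at 36 µM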
TLR9-MyD88 block: blocks human TLR9 binding to MyD88. Q9NR96+Q99836. CHO BLA complementation TLR9-MyD88, CCF4 FRET ratio. inhibition, % at 4.98 µM. 340,000 compounds, 0.21% hits. AID 504734;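 active = inhibition above the mean over all tested compounds plus 3 SD, cut at about 21% in these data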;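 also: 0% = DMSO only wells and 100% = clavulanate BLA inhibitor control wells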
Glyco luc inh: N-linked glycosylation inhibition; D54 ERlucT glycosylation luciferase reporter, 24 h; percent of 100 nM tunicamycin response; reporter increase, % at 12.5 µM; 360,000 compounds, 0.23% hits;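 active = mean luciferase reporter signal, scaled so untreated is 0 and the glycosylation-blocking control 100, at or above a set limit in every replicate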;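 also: luciferase carries N-glycosylation sites so blocking glycosylation raises the light; 0% = median of neutral control wells and 100% = median of 100 nM tunicamycin wells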
H9c2 protect: modulators protecting cardiomyocytes from myocardial damage; H9c2 cardiomyocytes, H2O2 injury protection, ATPLite, 2 h; protection from H2O2 cell death, % at 20 µM; 360,000 compounds, 0.63% hits; AID 588492;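 active = compounds giving at least 50% protection of heart cells from peroxide-induced death in the single-dose screen, raw or plate-pattern-corrected value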;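 also: 0% = DMSO wells with peroxide and 100% = DMSO wells without peroxide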
ABCB6 inh MLPCN: inhibitors of human ABC transporter ABCB6; Q9NP58; K562-ABCB6 porphyrin accumulation, flow cytometry, 1 h; hits give low values; 360,000 compounds, 0.19% hits; fluorescence ratio to DMSO, % at 10 µM;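 active = fluorescence ratio to DMSO below 75%, the collection mean minus 3 SD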;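 also: signal is porphyrin accumulated inside mitochondria; 100% equals median channel fluorescence of DMSO control wells; lower ratio means ABCB6 inhibition with less porphyrin fluorescence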
The depositor's hits bear a star; . = not tested or not shown; & = joins results of further samples; ! = repeats disagree. Only part of the results is shown (hit frequency here may not be typical).

Every second line gives: ABHD5-PLIN5 inh, MC4R barr agon, NOD2-RIPK2 inh, MC4R antagonist, HTR2A ag, SRC2 inh, TLR9-MyD88 block, Glyco luc inh, H9c2 protect, ABCB6 inh MLPCN
O=C(Cn1cnc2ccccc2c1=O)Nc1nc2ccccc2s1
    0, 1.5, -13, 3, 2, -11, -3, 2, -1, 103
N#CC1=C(S)N(c2ccccc2)C(c2cccs2)NC1=O (stereo not given)
    -3, -0.1, -9, 23, -2, -5, -4, 0, 6, 99
O=C(NCc1cccc(Br)c1)C1CC(c2ccc(C(F)(F)F)cc2)=NO1 (stereo not given)
    -5, 2.9, -5, 1, 4, -17, -2, -1, -22, 100
CSc1ccc(Cl)c(C(=O)NCc2ccco2)c1
    9, 0.0, 1, 6, 0, -3, -8, 1, 15, 99
COc1ccc(OC)c(/C=N/NC(=O)c2[nH]ncc2Br)c1
    3, -1.1, -1, 5, -2, -54, ., 3, -3, 98
O=C1OCCN1c1c(-c2ccccc2)c(N2CCOCC2)nc2ccccc12
    7, -0.6, -3, 7, -1, 1, 3, 4, 26, 93
COc1cc(-c2nnc3sc(Cc4ccccc4)nn23)cc(OC)c1OC
    4, 4.1, 3, -43, 2, -20, 2, 7, 14, 82
Cc1ccc(-n2nnc3c(=O)n(CC(=O)NCc4ccccc4)cnc32)cc1
    -4, 0.5, -25, 14, 2, -1, -10, 5, -16, 99
COCCNC(=O)c1cc(-c2ccc3c(c2)OCO3)on1
    5, -1.1, 0, 18, 0, -34, -12, -12, -7, 109
Cc1oc(=O)c(NC(=O)c2ccccc2)cc1C(=O)c1ccccc1
    23*, -2.8, 6, 6, -2, -64, 8, 12, 17, 103
CC(=O)N/C(=C/c1ccc(Cl)cc1)C(=O)NCCc1c[nH]c2ccccc12
    7, 0.1, -4, 15, 0, -3, -3, 2, 6, 96
O=C1/C(=C/c2ccco2)CCC1C1CCCC1 (stereo not given)
    3, 1.1, -10, 21, 0, 13, 1, -2, -5, 100
Cc1ccc(S(=O)(=O)CCC(=O)OCC(=O)N(C)CC(=O)Nc2ccc(F)cc2)cc1
    10, -1.8, 1, 0, 1, -19, 9, -3, 3, 100
CC1CCN(CCCCOc2ccc([N+](=O)[O-])cc2)CC1
    1, -2.5, 11, 9, 1, 14, 7, -1, 1, 93
O=C(CN(c1ccc(Cl)cc1)S(=O)(=O)c1ccccc1)N/N=C/c1ccco1
    -3, 3.8, 1, 4, -6, 7, -4, -2, -2, 96
COC(=O)c1ccc(Cn2nc(C(F)(F)F)cc2C)cc1
    -3, -2.3, -7, -1, -6, 8, -12, 0, 2, 90
OCCNC(=S)NC1CCCCC1
    0, 0.2, -6, 2, 3, -20, 3, 2, 2, 99
CCOC(=O)c1ccc(NC(=O)c2nc[nH]c2C(=O)N2CCc3ccccc3C2)cc1
    -6, 0.9, -2, -1, -4, -10, -9, -2, 47, 102
O=C(c1ccc(F)cc1)N1CCCC(N2CCN(Cc3ccc4c(c3)OCO4)CC2)C1 (stereo not given)
    5, 0.6, -5, 1, -1, 9, 0, 1, 4, 100
COc1ccc2oc(C(=O)OCC(=O)N(CCC#N)c3ccccc3)c(C)c2c1
    -2, -2.7, 1, -6, 9, 7, -8, -2, -5, 100
Fc1ccc2nc(-c3ccccc3)nc(SCc3nnc(-c4ccccc4)o3)c2c1
    0, 1.3, 3, 5, 1, -5, -6, -5, -1, 90
CCOc1ccc(OCC)c(NS(=O)(=O)c2cn(C)cn2)c1
    -4, -2.5, -2, 6, -5, -9, -5, 2, 1, 94
Cc1ccc(NC(=O)c2ccc(NS(=O)(=O)c3ccc4[nH]c(=O)[nH]c4c3)cc2)nc1
    1, -3.1, -6, 2, -3, 11, -2, 0, -4, 97
COc1ccc(NC(=O)NC(C)C2CC3CCC2C3)cc1 (stereo not given)
    4, -0.1, -9, -9, 1, 5, -10, -2, 3, 103
CCOc1ccc(NC(=O)NNC(=O)c2ccc(Cl)cc2Cl)cc1
    2, -1.2, 0, 18, 5, -6, 4, 0, -2, 97
C/C(=N\Nc1cccc([N+](=O)[O-])c1)c1cc(F)ccc1O
    0, 8.1, 0, -4, -7, -35, -2, -1, -18, 93
CC1(S(=O)(=O)O)CC(=O)c2ccccc2C1=O (stereo not given)
    29*, 0.8, -16, -4, -5, -22, 7, 2, -38, 101
CC(NC(=O)/C(C#N)=C/c1cccs1)c1ccccc1 (stereo not given)
    1, -2.2, -3, 12, -1, -3, -6, 1, -10, 100
COC1=C(N)C(=O)c2nc(C)ccc2C1=O
    -48, -0.9, -3, -9, 0, -22, -15, -2, -20, 89
COc1ccccc1Nc1nc(N2CCOCC2)nc(N2CCOCC2)n1
    0&4, -2.1&-0.2, 3&-14, 0&14, 16*!, 4&-7, -2&-13, -9&-10, 3&3, 102&97
c1cc(CNC23CC4CC(CC(C4)C2)C3)ccn1
    4, 0.3, -1, -6, 0, 11, 2, 0, 0, 92
COc1ccc(C(=O)NCC(=O)OCC(=O)N2CC(C)CC(C)C2)cc1 (stereo not given)
    -3, -1.1, 2, 28, 2, 6, 6, 0, 1, 91
C=CCn1c(SCN2C(=O)c3ccccc3C2=O)nc2ccc(Cl)cc2c1=O
    12, 2.1, -11, 6, 7, 17, -6, 1, -17, 83
CCCCOc1ccc(Br)cc1CSC(=N)N
    0, 3.1, -2, -3, -7, 41, -2, 13, -33, 103
CC1CCCCC1NC(=O)c1nn(C)c(=O)c2ccccc12 (stereo not given)
    -2, -0.4, -10, 17, 0, -10, 0, 0, 7, 98
Cc1ccc(NC(=O)CSCC(=O)OCc2cc(=O)oc3cc(O)ccc23)c(C)c1
    -13, 0.2, 4, 2, -4, -17, 1, 0, 13, 100
COc1ccc(CN(C)C(=O)c2ccc(OCC(=O)N3CCOCC3)c(OC)c2)cc1
    3, -0.8, -5, 2, 0, 4, -12, 1, -1, 100
COCCOC(=O)c1c(C)nc(SCC(=O)Nc2ccc(C)cc2)c(C#N)c1-c1ccco1
    -2, -0.1, 1, -3, 3, 11, -1, -3, -2, 86
O=C(O)Cn1c(CC(=O)N2CCCC2)nc2ccccc21
    4, -0.8, 10, -1, 0, 3, -13, 2, 0, 101
COc1ccccc1NC(=O)/C(=C/c1cccc([N+](=O)[O-])c1)c1ccccc1
    -6, 0.4, -11, 21, -3, -12, 2, -6, 33, 99
COCCCNC(=O)CCc1nc2cccnc2n1Cc1ccccc1
    3, -0.7, -2, -1, 0, -8, -6, 0, 2, 104
COc1cc(/C=C(\NC(C)=O)C(=O)Nc2ccccc2C)ccc1OC(C)=O
    3, -1.1, -12, -1, 0, -4, -2, 0, 2, 96
O=C(O)CC/C(=N\NC(=O)c1ccncc1)c1ccccc1
    4, 0.3, 6, 6, -3, -20, 4, 1, -3, 89
CC1(C(=O)Nc2ccc3c(c2)OCO3)Cc2c(-c3cccc(C(N)=O)c3)ccnc2O1 (stereo not given)
    10, -1.8, -1, -21, 4, 12, ., 18, 26, 104
COC(=O)c1ccc(N2Cc3ccccc3/C2=N\C(=O)Nc2ccccc2)cc1
    1, -3.1, 0, 12, 0, -39, -2, 2, 1, 97

Entries above that bear a hit mark in HTR2A ag.
| molecule | ABHD5-PLIN5 inh | MC4R barr agon | NOD2-RIPK2 inh | MC4R antagonist | HTR2A ag | SRC2 inh | TLR9-MyD88 block | Glyco luc inh | ABCB6 inh MLPCN |
| --- | --- | --- | --- | --- | --- | --- | --- | --- | --- |
| COc1ccccc1Nc1nc(N2CCOCC2)nc(N2CCOCC2)n1 | 0&4 | -2.1&-0.2 | 3&-14 | 0&14 | 16*! | 4&-7 | -2&-13 | -9&-10 | 102&97 |

Next section.
Every second line gives: ABHD5-PLIN5 inh, MC4R barr agon, NOD2-RIPK2 inh, MC4R antagonist, HTR2A ag, SRC2 inh, TLR9-MyD88 block, Glyco luc inh, H9c2 protect, ABCB6 inh MLPCN
CCc1oc(C(=O)O)cc1COC
    6, 1.3, 6, 2, 1, -1, -16, 2, 9, 95
O=S(=O)(c1ccc2c(c1)OCCO2)N1CCC(c2nc3ccccc3s2)CC1
    -5, 2.4, -8, 15, -2, -4, 0, 1, -8, 96
CN(C)C(=O)N1CCN(C(=O)c2ccccc2Sc2ccccc2C#N)CC1
    -4, -1.4, -11, 4, -3, -7, 7, 2, 1, 104
COc1ccc(C2CC(c3ccc4ccccc4c3)=NN2C(=O)COC(=O)C2CCC(=O)N2)cc1 (stereo not given)
    8, -0.9, 6, 0, 15*, -37, -3, -8, -6, 96
O=C(COc1ccc(-c2ccccc2)cc1)N1CCCC1
    -5, -1.6, -10, -1, -5, -21, 12, 0, -6, 102
O=S(Cc1ccc(Cl)cc1)CC(O)COc1ccc(Cl)cc1 (stereo not given)
    -5, 1.5, 3, 13, -4, 21, -4, 4, -2, 94
Cn1cc([C@]2(O)C(=O)Nc3ccccc32)c2ccccc21
    -1, ., -10, ., 3, -4, ., ., ., .
COc1cc(S(=O)(=O)n2ccnc2)ccc1Br
    0, -2.8, -16, 0, 3, 6, 6, 2, -2, 96
O=C(COc1ccc(F)cc1Br)N1CCN(S(=O)(=O)/C=C/c2ccccc2)CC1
    -5, 0.5, 3, 10, -7, 6, 3, 1, -12, 93
CC(CO)NS(=O)(=O)c1cc(Cl)ccc1F (stereo not given)
    -1, -0.3, 7, 4, -2, 3, 2, 1, 16, 104
Cc1ccccc1CNC(=O)c1cc2ccccc2o1
    -6, -2.1, -4, 1, -1, 4, -20, -1, -4, 97
Cc1ccc(N2C(=O)N(CC(=O)NC(c3ccccc3)c3ccccc3)C(=O)C2C)cc1 (stereo not given)
    -3, 0.0, 8, 16, -3, -7, -8, -1, 12, 93

Compounds listed so far containing fluorine, in the order listed:
Every second line gives: ABHD5-PLIN5 inh, MC4R barr agon, NOD2-RIPK2 inh, MC4R antagonist, HTR2A ag, SRC2 inh, TLR9-MyD88 block, Glyco luc inh, H9c2 protect, ABCB6 inh MLPCN
O=C(NCc1cccc(Br)c1)C1CC(c2ccc(C(F)(F)F)cc2)=NO1 (stereo not given)
    -5, 2.9, -5, 1, 4, -17, -2, -1, -22, 100
Cc1ccc(S(=O)(=O)CCC(=O)OCC(=O)N(C)CC(=O)Nc2ccc(F)cc2)cc1
    10, -1.8, 1, 0, 1, -19, 9, -3, 3, 100
COC(=O)c1ccc(Cn2nc(C(F)(F)F)cc2C)cc1
    -3, -2.3, -7, -1, -6, 8, -12, 0, 2, 90
O=C(c1ccc(F)cc1)N1CCCC(N2CCN(Cc3ccc4c(c3)OCO4)CC2)C1 (stereo not given)
    5, 0.6, -5, 1, -1, 9, 0, 1, 4, 100
Fc1ccc2nc(-c3ccccc3)nc(SCc3nnc(-c4ccccc4)o3)c2c1
    0, 1.3, 3, 5, 1, -5, -6, -5, -1, 90
C/C(=N\Nc1cccc([N+](=O)[O-])c1)c1cc(F)ccc1O
    0, 8.1, 0, -4, -7, -35, -2, -1, -18, 93
O=C(COc1ccc(F)cc1Br)N1CCN(S(=O)(=O)/C=C/c2ccccc2)CC1
    -5, 0.5, 3, 10, -7, 6, 3, 1, -12, 93
CC(CO)NS(=O)(=O)c1cc(Cl)ccc1F (stereo not given)
    -1, -0.3, 7, 4, -2, 3, 2, 1, 16, 104

From PubChem
